Hsp70 displacement = small molecules displacing fluorescent ligand from Hsp70 – biochemical, fluorescence polarization, primary screen (AID 583); Hsp70 fluorescence polarization probe displacement, mP; higher % means a stronger effect; one-dose displacement, % at 20 µM; IC50 in µM for titrated hits; hit rate 0.06% among 140,000; in the data active means displacement above about 50%;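 further: plate controls were vehicle for no effect and reference ligand for full effect; a part of the inactive calls stands beside numbers as strong as those of hits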
Rat MKP-3 inhibitors = MKP-3 phosphatase inhibitors, primary screen, biochemical, rat enzyme, in vitro (AID 425); recombinant MKP-3 phosphatase activity, fluorescence; higher % means a stronger effect; one-dose inhibition, % at 20 µM; IC50 in µM for titrated hits; hit rate 0.17% among 110,000; in the data active means inhibition above about 50%;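 further: plate controls were vehicle for no effect and reference inhibitor for full effect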
Starred values were filed as active, the others as inactive; . = no result given; & = joins results of further samples. An excerpt; count on the stated rates, not on these rows.

Structure,Hsp70 displacement,Rat MKP-3 inhibitors
COc1ccc(-n2c(Cc3cccn3C)nnc2SCC(=O)Nc2cc(Cl)ccc2OC)cc1,4.0%,-5.5%
Cn1c(=O)c(C(=O)CN2CCOCC2)c(N)n(Cc2ccccc2)c1=O,3.6%,-10.0%
COc1ccccc1C(=O)NCCNC(=O)c1ccco1,1.2%,-5.3%
O=C(NCCO)/C(=C\c1ccc(Br)cc1)NC(=O)c1ccccc1,-0.8%,0.4%
O=C(O)c1cc2nc(-c3ccc4c(c3)OCO4)cc(C(F)(F)F)n2n1,0.3%,1.1%
CCCCOC(=O)C1=C(C)NC2=C(C(=O)CCC2)C1c1cc2c(cc1Br)OCO2 (configuration not stated),2.5%,0.7%
Cc1cccn2cc(-c3ccc(F)cc3)nc12,-1.2%,-12.1%
CC(O)C(O)C(O)C(O)C1NCCS1 (configuration not stated),-1.1%,-4.2%
COC(=O)C1=C(C)N(C)C(C)=C(C(=O)OC)C1c1cccc(C(F)(F)F)c1,-2.5%,0.2%
Cn1c(SCC(=O)n2c3c(c4ccccc42)CCCC3)nnc1-c1ccccc1,-5.0%,.
O=C(Nc1ccc(Br)cn1)c1ccccc1F,-2.3%,-2.7%
O=C(CSc1ncn(-c2ccccc2)n1)Nc1ccc(Br)cn1,-2.9%,-4.5%
COc1ccc(C)c(S(=O)(=O)Nc2ccc(OCC(=O)O)cc2)c1,-6.0%,-7.2%
COc1ccccc1/C=C1/SC(=S)N(NC(=O)c2ccc(Cl)cc2)C1=O,-0.7%,2.3%
N#Cc1c(NC(=O)CCN2C(=O)c3ccccc3C2=O)sc2c1CCCC2,72.6%*,-0.8%
O=[N+]([O-])c1ccc(N2CCN(c3ccc(Cl)nn3)CC2)c(Cl)c1,-1.2%,.
O=c1cc(-c2ccco2)oc2c1ccc1ccccc12,-7.5%,.
CCc1cc2c(SCC(=O)c3ccc(C)cc3)ncnc2s1,-1.9%,.
CC(=O)C1=C(O)C(=O)N(c2ccccn2)C1c1cccnc1 (configuration not stated),-3.2%,2.7%
CCOC(=O)N1CCN(C(=O)CN(c2cccc(C)c2)S(=O)(=O)c2ccc(C)cc2)CC1,5.9%,-13.3%
O=C(O)Cc1ccc(NC(=O)c2cccs2)cc1,-2.6%,-0.5%
CCOCCCNC(=O)CCSc1ccc(C)cc1,0.9%,.
COc1ccccc1NC(=O)Cc1ccc(F)cc1F,-1.0%,-0.4%
CC(=O)c1cc(C(=O)Nc2ccc(C(=O)O)cc2)oc1C,-5.1%&-2.8%,3.8%
CC(=O)N(c1cccc(C)c1)C1SC(=O)N(c2ccccc2)C1=O (configuration not stated),-2.0%,-9.0%

An excerpt of the results above, for reference:
Structure,Hsp70 displacement,Rat MKP-3 inhibitors
COc1ccc(-n2c(Cc3cccn3C)nnc2SCC(=O)Nc2cc(Cl)ccc2OC)cc1,4.0%,-5.5%
Cn1c(=O)c(C(=O)CN2CCOCC2)c(N)n(Cc2ccccc2)c1=O,3.6%,-10.0%
COc1ccccc1C(=O)NCCNC(=O)c1ccco1,1.2%,-5.3%

Going on with the list:
Structure,Hsp70 displacement,Rat MKP-3 inhibitors
CN(Cc1nc(-c2ccccn2)no1)S(=O)(=O)c1ccc(Cl)cc1,4.4%,-4.8%
Nn1c(SCc2ccccc2)nnc1-c1ccco1,5.0%,-7.3%
COc1ccc(C(N)=O)cc1N=NC1=C(O)CC(C)(C)CC1=O,-6.8%,2.3%
Cc1ccc(/C=N/NC(=O)CSc2ncccn2)cc1,-2.5%,0.3%
CCOC(CNC(=O)c1cccn2c(=O)c3cc(Cl)ccc3nc12)OCC,-7.4%,.
CC(C)N(C(=O)Cn1c(SCC(=O)N2CCN(c3ccccc3)CC2)nc2ccccc21)C(C)C,-2.0%,-10.5%
CN(Cc1ccccc1)Cc1nc2c([nH]1)c(=O)[nH]c(=O)n2C,-5.8%,-8.0%
CC(=O)N(C1CC(C)C(C#N)(C#N)C1(C#N)C#N)N(C)C (configuration not stated),4.8%,0.6%
N#C/C(=C(/O)COC(=O)CCc1ccc(S(=O)(=O)N2CCOCC2)cc1)c1nc2ccccc2[nH]1,1.7%,-5.3%
Cc1cc(C)cc(-n2c(C)cc(/C=C3\NC(=O)NC3=O)c2C)c1,0.3%,5.0%
Cc1onc(-c2ccccc2Cl)c1C(=O)N1CCN(Cc2ccc3c(c2)OCO3)CC1,-2.9%,0.9%
Cc1sccc1/C=N/NC(=O)c1cccnc1,2.6%,-0.7%
COc1ccc(CC(=O)n2nc(-c3cccnc3)nc2N)cc1,-0.6%,4.1%
CN(C)CC(C)(C)CNC(=O)C1CCN(Cc2ccccc2O)CC1,-6.5%,-9.7%
Cc1nnc(SCC(=O)N2CCCCC2)n1CC1CCCO1 (configuration not stated),-3.2%,.
O=C(Nc1ccc2c(c1)OCO2)c1ccc2c(c1)C(=O)N(CC1CCCO1)C2=O (configuration not stated),.,-1.5%
CCOc1ccc(C(=O)NCc2cccnc2)cc1,2.6%,-8.6%
COc1ccccc1/C=C1\SC(=S)N(NC(=O)c2ccccc2O)C1=O,0.9%,0.8%
CCCn1c(N)c(C(=O)CN2CCN(S(=O)(=O)c3cccs3)CC2)c(=O)[nH]c1=O,7.9%,-3.9%
O=C(CSc1nc(O)cc(=O)n1-c1ccccc1)NC1CCCCC1,-8.2%,.
Cc1ccc(C)c(S(=O)(=O)NCc2ccc(C(=O)N3CC(C)OC(C)C3)cc2)c1 (configuration not stated),4.1%,.
CC(C)c1ccc(NC(=O)c2cccc(I)c2)cc1,8.1%,1.5%
CC(=O)Nc1ccc2c(c1)nc1n2CCSC1,0.5%,.
Cc1ccc(OCCN2CCCC2)cc1C,0.2%,0.3%
CCCC(=Nc1ccc(N)cc1)C1=C(O)C(C(=O)OC)C(C)(C)CC1=O (configuration not stated),4.4%,.
C=CC[N+](C)(C)CCCNC(=O)/C=N/O,7.1%,-12.6%
CCOC(=O)c1nnn(-c2nonc2N)c1CN(CC)CC,0.3%,-14.1%
O=C1NC(=O)C(=Cc2cc(Br)ccc2OCc2ccc(Cl)cc2Cl)C(=O)N1,1.1%,0.3%
CC(C)CN1C(=O)c2ccc(C(=O)Nc3ccccn3)cc2C1=O,3.5%,-7.7%
Cc1cccc(CC2SC(=Nc3ccccc3)NC2=O)c1 (configuration not stated),3.7%,-4.3%
CCOc1cc(C(=O)O)cc(Cl)c1OCC#N,2.5%,-12.7%
Cc1cccn2c(=O)c3cc(C#N)c(=N)n(CC4CCCO4)c3nc12 (configuration not stated),1.8%,.
COc1nc(NC(C)(C)C)nc(Oc2ccc(=O)n(-c3ccccc3)n2)n1,0.7%,0.1%
COc1ccccc1N1CCN(/N=C\c2ccccc2OCC(=O)O)CC1,-0.4%,2.6%
CN1C(=O)NC(c2ccccc2)C2=C1CN(Cc1ccccc1)C2=O (configuration not stated),-2.3%,3.8%
CCOc1cc(C=O)ccc1OCCOc1ccc([N+](=O)[O-])cc1,-5.6%,4.9%
CCOc1cc2c(c([N+](=O)[O-])c1)NC(c1ccccc1)C1CC=CC21 (configuration not stated),0.2%,8.4%
Cc1ccc(-n2c(CCC(=O)O)ccc2-c2cccs2)cc1,-0.4%,.
COc1ccc(S(=O)(=O)N2CCN(Cc3cc(OC)ccc3OC)CC2)cc1,-0.1%,2.2%
O=c1c2ccccc2nc(/C=C/c2cccc(Br)c2)n1Cc1ccccc1,-0.5%,0.3%
Cn1c(=O)c2c(nc(NCc3ccco3)n2CC(O)COc2ccccc2)n(C)c1=O (configuration not stated),2.1%,3.4%
COc1ccc(OC)c(C(=O)c2coc3ccc(O)c(CN4CCOCC4)c23)c1,3.5%,1.1%
COc1cccc(OC)c1OCCOc1ccccc1OC(C)C,-1.4%,.
COC(=O)c1cc(NS(=O)(=O)c2c(C)cc(C)cc2C)cc(C(=O)OC)c1,0.0%,3.0%
OC(COc1cccc(OCC(O)CN2CCCC2)c1)CN1CCCC1 (configuration not stated),.,-4.7%
CCCCCn1c(CN2CCCCC2CC)nc2c1c(=O)n(C)c(=O)n2C (configuration not stated),-0.7%,-3.4%
O=C(NC1CCCCC1)C(c1ccccc1F)N(Cc1ccco1)C(=O)Cn1nnc2ccccc21 (configuration not stated),-6.7%,6.7%
COc1ccccc1N1CCN(C(=O)C2CCN(S(=O)(=O)c3ccc(Cl)cc3)CC2)CC1,-5.6%,-9.4%
O=C1C2CC=CCC2C(=O)N1c1nc2n(n1)C(c1ccccc1)CC(c1ccccc1)N2 (configuration not stated),2.6%,0.8%
Cn1nnc(NC(=O)c2cccc(OCc3ccccc3)c2)n1,6.0%,-16.4%

(more compounds)
Structure,Hsp70 displacement,Rat MKP-3 inhibitors
CCCSc1nc2c(=O)[nH][nH]c(=O)c2n1Cc1ccccc1,0.5%,.
Cc1sc2nc(SCC(=O)N3CCOCC3)[nH]c(=O)c2c1C,1.4%&-4.4%,-6.5%&1.3%
Cc1cc2ncn(-c3nnnn3-c3ccccc3)c2cc1C,5.0%,-2.8%
Cn1ncc(Br)c1C(=O)Nc1c(F)c(F)cc(F)c1F,-2.0%,.
CCCC/C(O)=C1\C(=O)CC(C)(C)CC1=Nc1ccc(OC)cc1,4.1%,.
Cc1ccc(NC(=O)COc2ccc(/C(N)=N/O)cc2)cc1C,.,1.5%
COC(=O)c1cccc(NS(=O)(=O)c2ccc(OC)cc2)c1C,-5.7%,.
O=C(Nc1nccs1)NC(C(F)(F)F)C(F)(F)F,-1.6%,-12.6%
CCC(c1nnnn1Cc1ccccc1)N(Cc1cc2cc(OC)ccc2[nH]c1=O)CC1CCCO1 (configuration not stated),4.5%,-5.9%
COC(=O)c1ccccc1NC(=O)CSc1nc(NC(=O)c2ccccc2)c2c(C)c(C)oc2n1,2.3%,-2.1%
Cc1ccc(C)c2[nH]c(=O)c(CCNC(=O)c3cc4ccccc4o3)cc12,-0.2%,-5.8%
CN1CCN(C(=S)Nc2ccccc2Cl)CC1,-0.2%,.
O=C(NC(=Nc1ccccc1)N1CCOCC1)Nc1ccccc1,1.3%,-0.7%
COc1ccc2c(c1)S/C(=C\C(=O)c1ccncc1)N2C,-13.4%,-17.1%
Cc1nnc(SCCN2CCOCC2)n1C,.,3.7%
O=C1C(=O)N(c2nc3ccccc3s2)C(c2cccc([N+](=O)[O-])c2)/C1=C(/O)c1ccccc1 (configuration not stated),2.7%,5.0%
O=C(Nc1ccccn1)c1ccc(S(=O)(=O)c2ccccc2)cc1,1.5%,1.5%
CCN(CCCNC(=O)CN1C(=O)COc2ccccc21)c1cccc(C)c1,.,-1.9%
N#Cc1c(/N=C\c2ccc(N3CCOCC3)c([N+](=O)[O-])c2)sc2c1CCCC2,2.1%,-0.5%
CC(=O)/C(C(=N)N1CCN(Cc2ccccc2)CC1)=C(\C)O,-2.5%,-3.7%
CCn1c(SCC(=O)N2CCCC2)nnc1-c1ccc(N)cc1,1.3%,.
CCOC(=O)c1c(C)sc2c1N(C(=O)CN(CC)CC)c1cc(Cl)ccc1S2,-0.8%,.
COc1cc(C2c3c(n[nH]c3C)C(=O)N2c2ccc(Br)cc2)ccc1O (configuration not stated),1.0%,-2.6%
CCC(C)C(NS(=O)(=O)c1ccc(C)cc1)C(=O)NCCN1CCOCC1 (configuration not stated),.,-0.3%
COc1ccc(CC(=O)Nc2ccc(-c3noc(-c4cc(OC)c(OC)c(OC)c4)n3)cc2)cc1,-0.5%,1.9%

As entered above.
Hsp70 displacement with `CN1CCN(C(=S)Nc2ccccc2Cl)CC1` → -0.2%
Hsp70 displacement with `COc1cc(C2c3c(n[nH]c3C)C(=O)N2c2ccc(Br)cc2)ccc1O` (configuration not stated) → 1.0%

Later entries:
Structure,Hsp70 displacement,Rat MKP-3 inhibitors
Cc1ccnc2nc(C(=O)OCCOc3ccccc3)nn12,-4.8%,-14.8%
O=C(NNC(=O)c1ccco1)C(=O)N1CCCC1,2.3%,2.4%
Cc1cc2ncn(C(=O)c3c(-c4ccccc4Cl)noc3C)c2cc1C,8.7%,-12.4%
Cc1nn(CCC#N)c(NC(=O)c2ccc(Cl)cc2)c1P(=O)(Nc1ccc([N+](=O)[O-])cc1)N1CCOCC1 (configuration not stated),3.7%,.
CCCC(=O)c1ccc(N2CCCC2)c(F)c1,-4.0%,.
Cc1ccc2c(c1)NC(c1ccc(F)cc1)C1=C(CC(C)(C)CC1=O)N2 (configuration not stated),4.8%,-0.7%
O=S(=O)(Nc1cccc(I)c1)c1ccccc1,2.4%,-0.3%
COc1ccc2nc(NC(=O)c3cccc(S(=O)(=O)N4CCOCC4)c3)sc2c1,2.4%,.
Oc1ccc(C2Nc3ccc4ccccc4c3C3C=CCC32)cc1 (configuration not stated),5.3%,2.7%
CN=C1c2c(-c3ccccc3)c3cc(OC)ccc3n2CCN1C,-3.1%,-8.9%
Cc1ccc(S(=O)(=O)N(CCC#N)C2CCCCC2)c2nsnc12,-2.0%,-0.5%
CCOC(=O)C1(C)/C(=N/Nc2ccccc2)C(=O)C(=O)N1c1ccccc1 (configuration not stated),2.2%,.
C=C(C)C1CCC(C)=C1COC(=O)Nc1ccccc1 (configuration not stated),4.4%,-1.4%
